NIH3T3 tox = NIH 3T3 cell cytotoxicity; NIH 3T3 viability, CellTiter-Glo ATP luminescence, 48-72 h; Potency, µM (series often up to 96.7 µM), for the others: top-dose activity change, negative = cytotoxicity, usual class: inhibitors; actives 4.3% (n = 94,000); AID 1345082; also: potency is read from the fitted curve at half-maximal effect; nearly all actives have a fitted effect of over 55% in size
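ATP-dependent luminescence (CellTiter-Glo) served as the viability signal for NIH 3T3 cells treated with compound for 48 or 72 hr at 37 °C.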
FLuc inh = inhibitors of firefly (Photinus pyralis) luciferase. Potency, µM (series often up to 115 µM), inactives show top-dose activity change, negative = inhibition, actives largely listed as inhibitors. P08659. purified P. pyralis luciferase, luminescence, biochemical. actives 2.5% (n = 76,000); also: potency is read from the fitted curve at half-maximal effect; nearly all actives have a fitted effect of over 65% in size
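Luminescence read by CCD imaging after purified firefly luciferase (10nM final) was added to substrate buffer holding 10uM D-luciferin and 10uM ATP, pH 7.5, pre-dosed with compound.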
SNCA expr inhib = SNCA gene expression inhibition; AID 1671194; actives 0.17% (n = 140,000); Potency, µM (highest dose often 57.2 µM), for inactives: at the top dose activity change, negative = inhibition, usual class: inhibitors; HEK-293 SNCA-luciferase knock-in, luminescence, 24 h;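 also: potency is read from the fitted curve at half-maximal effect; plate controls were DMSO cells for no effect and cell-free wells for full effect; nearly all actives have a fitted effect of over 45% in size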
IP6K1 inh = IP6K1 kinase inhibition | Q92551 | IP6K1 kinase, ADP-Glo luminescence, 2 h; active compounds read low | activity change, % (series mostly up to about 58 µM) | actives 0.81% (n = 140,000); in the data active = activity change below about -25%
Target sequence (Q92551 whole entry, looked up): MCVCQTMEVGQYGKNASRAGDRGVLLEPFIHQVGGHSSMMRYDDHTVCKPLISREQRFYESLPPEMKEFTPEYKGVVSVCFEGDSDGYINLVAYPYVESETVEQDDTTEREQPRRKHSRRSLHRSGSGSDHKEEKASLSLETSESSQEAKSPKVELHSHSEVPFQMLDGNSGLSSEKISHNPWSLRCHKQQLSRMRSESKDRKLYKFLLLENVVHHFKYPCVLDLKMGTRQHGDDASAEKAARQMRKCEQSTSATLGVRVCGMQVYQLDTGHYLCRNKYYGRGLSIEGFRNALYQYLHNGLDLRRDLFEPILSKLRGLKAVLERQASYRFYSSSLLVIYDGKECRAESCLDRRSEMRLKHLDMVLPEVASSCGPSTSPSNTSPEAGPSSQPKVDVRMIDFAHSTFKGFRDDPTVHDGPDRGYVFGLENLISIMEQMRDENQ
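ADP-Glo luminescence measures ADP made by human IP6K1 during a 2 h RT reaction with ATP/IP6 (mix at 1.3 mM/130 uM); top library doses 57.5 and 19.1 uM final.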
HEK293 tox = kills HEK 293 cells; AID 1345083; HEK 293 viability, ATP luminescence (CellTiter-Glo), 48-72 h; actives 6.6% (n = 94,000); Potency, µM (top dose mostly 115 µM), without a hit: at the top dose activity change, negative = cytotoxicity, hits mostly inhibitors; also: potency is read from the fitted curve at half-maximal effect; nearly all actives have a fitted effect of over 60% in size
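Read-out: CellTiter-Glo ATP luminescence. Cells: HEK 293, 250 cells/well. Exposure: 48 or 72 hr, 37 degree Celsius.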
SNCA viab count = reduces viability of HEK-293 SNCA reporter cells. HEK-293-SNCA-luc viability, GF-AFC fluorescence, 24 h. Potency, µM (highest dose often 57.1 µM), without a hit: at the top dose activity change, negative = cytotoxicity, most hits filed as cytotoxic. actives 0.12% (n = 150,000). AID 1671193;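 also: potency is read from the fitted curve at half-maximal effect; 0% = DMSO-treated cells and -100% = medium-only wells without cells; nearly all actives have a fitted effect of over 30% in size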
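HEK-293-SNCA-luc cells (1500/well) plated 24 h, then exposed 24 h to a dilution series; GF-AFC added 30 min at 37C, fluorescence 405/540 nm; normalised to medium-only and DMSO wells, Hill fit.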
GPT2 inhibitor = inhibitors of human GPT2 alanine aminotransferase. AID 1671188. Potency, µM (top dose mostly 57.7 µM), for the others: at the highest dose activity change, negative = inhibition, most hits filed as inhibitors. Q8TD30. actives 0.25% (n = 100,000). Recombinant GPT2, coupled pyruvate oxidase/HRP Amplex Red fluorescence; also: potency is read from the fitted curve at half-maximal effect; nearly all actives have a fitted effect of over 60% in size; many of its hits are not listed in these tables
Target sequence (Q8TD30 whole entry, looked up): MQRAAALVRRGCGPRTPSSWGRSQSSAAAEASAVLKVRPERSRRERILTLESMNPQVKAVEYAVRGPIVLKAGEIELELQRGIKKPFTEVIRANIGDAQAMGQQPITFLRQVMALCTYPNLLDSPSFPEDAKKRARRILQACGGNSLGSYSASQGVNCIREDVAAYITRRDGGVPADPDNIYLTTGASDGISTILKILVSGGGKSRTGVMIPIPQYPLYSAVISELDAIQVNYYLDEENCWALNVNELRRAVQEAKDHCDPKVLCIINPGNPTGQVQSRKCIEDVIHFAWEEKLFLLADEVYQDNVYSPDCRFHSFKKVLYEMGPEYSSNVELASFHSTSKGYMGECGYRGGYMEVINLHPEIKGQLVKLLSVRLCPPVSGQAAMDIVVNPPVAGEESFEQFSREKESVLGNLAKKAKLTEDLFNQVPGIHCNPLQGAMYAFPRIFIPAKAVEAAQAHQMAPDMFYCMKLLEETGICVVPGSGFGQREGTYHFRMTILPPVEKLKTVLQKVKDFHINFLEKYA
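GPT2 10ng/uL, a-KG 250uM, L-Ala 2mM, HEPES pH7.5 + 0.0001% Tween; 30 min RT. Then Amplex mix (PO/HRP/ThPP), 30 min RT dark, fluorescence. AOA 50uM used as positive control.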
Numbers without * were called inactive; i = inactive; ? = inconclusive; / = no result given; [ ] = remark or other dose. Unless noted, calls follow the shape of the dose curve; as a rule, active = well fitted curve in the direction sought with a large enough effect; inconclusive = small, poorly fitted or top-dose-only effect, or another doubt; inactive = no such curve, though single readings can be large; an effect the other way counts as inactive or inconclusive. Unless noted, % is scaled to controls: 0 for no effect and ±100 for the full control effect. The order is random (roughly 7.8% active in at least one column).

SMILES	NIH3T3 tox	FLuc inh	SNCA expr inhib	IP6K1 inh	HEK293 tox	SNCA viab count	GPT2 inhibitor
O=c1cc(-c2ccncc2)oc2c(-c3ccccc3O)nccc12	-22.6%[138 µM]	-0.3%[172 µM]	-25.8%[87.6 µM]	-11.1	?	-19.3%[87.6 µM]	i
Cc1ccc(-c2nc(-c3cc4cccc(OCc5cccc(F)c5)c4oc3=O)no2)cc1	/	/	6.1%	8.8	/	1.0%	/
Cc1cc(C)n(CCC(=O)N2CCC(CCOc3ccc(F)cc3)C2)n1 (configuration not stated)	-21.9%	-2.2%	-26.3%	1.0	79.4µM*	-2.6%	0.6%
O=C(Nc1ccc(Cl)cc1)NC1CCN(c2nccc(Nc3ccccc3F)n2)CC1	39.8µM*	/	-27.9%	3.0	35.5µM*	6.5%[12.5 µM]	-1.2%
O=C(NC1CCCC1)C1CCN(C(=O)c2ncn3c2COC(c2ccc(Cl)cc2)C3)CC1 (configuration not stated)	-15.0%	-28.4%	28.3%	0.0	-14.6%	-0.5%	-3.3%
COCCn1c(C)cnc1CCNS(=O)(=O)Cc1ccccc1F	-2.4%	-0.8%	-21.9%	-6.6	-4.5%	12.4%	i
COc1ccc(C(=O)Nc2ccc(-n3nncc3-c3ccc(OC)c(OC)c3)cc2)cc1	/	/	?	14.9	/	?	/
COc1ccc(CN2Cc3[nH]nc(-c4cccc(OC)c4OC)c3CC2=O)cc1	?	-16.7%[172 µM]	39.3%[activator][87.6 µM]	16.9	?	-10.2%[87.6 µM]	-15.6%[88.5 µM]
CC(=O)Nc1ccc(OCC(=O)NC(C)c2ccccc2)nc1 (configuration not stated)	-13.1%	-9.0%	-9.3%	13.7	2.8%	0.8%	1.5%
CCc1ccc(CNC(=O)C2CCN(c3cc(C(F)(F)F)nc(C)n3)CC2)cc1	?	6.3%	7.2%	16.6	?	14.4%	i
O=C(NC1CCc2nn(CC3CC3)c(=O)n2CC1)c1ccc2nc[nH]c2c1 (configuration not stated)	-14.1%	-15.6%	?	-6.3	-5.7%	18.9%	-29.0%
O=C(NCc1ccnc2[nH]ccc12)c1cccnc1	i	4.9%[172 µM]	-3.7%[87.6 µM]	-1.5	4.8%[172 µM]	6.3%[87.6 µM]	i
CCOc1ccc(C(c2c(O)cc(C)n(CCOC)c2=O)N2CCC(C)CC2)cc1 (configuration not stated)	/	/	13.0%	1.7	/	-3.8%	/
COC(=O)c1cnc2c(c1)n(CCCn1cnnn1)c(=O)n2C1CCCCC1	?	5.7%	3.2%	-20.8	i	1.3%	i
CCCNC(=O)c1ccc(-c2nc(CS(=O)(=O)c3ccc(C)cc3)c(C)o2)cc1	/	/	13.3%	12.5	/	-3.3%	/
CCOc1ccccc1NC(=O)c1ccc(F)c(S(=O)(=O)N2CCN(c3ccc(F)cc3)CC2)c1	/	/	-10.0%	19.3	/	3.3%	/
COCCCNC(=O)c1cn2cc(-c3cccc(C(F)(F)F)c3)sc2n1	?	/	-6.8%	6.8	?	-18.2%	i
COc1cc2c(cc1OC)C(CNC(=O)c1cccs1)N(C(=O)Nc1cccc(F)c1)CC2 (configuration not stated)	-18.6%	-23.3%	-32.9%	-4.6	?	-20.7%	-14.2%
CCn1ncc(C(=O)N[C@@H]2CN(Cc3ccccc3)C[C@H]2CN(C)C)c1C	-12.0%	6.4%	-17.2%	27.5	-2.3%	3.2%	i
COc1ccc(N2CCN(C3CCCN(C/C=C/c4ccccc4OC)C3)CC2)cc1 (configuration not stated)	-22.8%	-6.5%	19.0%	3.1	?	1.9%	-18.4%
Cc1ccc(-n2cccn2)c(CN2CCCC(CCC(=O)Nc3ccccc3F)C2)c1 (configuration not stated)	?	-9.1%	2.9%	-5.1	?	-2.6%	-8.1%
COc1ccccc1CNC(=O)CCS(=O)(=O)c1ccc2c(c1)oc(=O)n2C	/	/	?	25.0	/	-4.1%	/
COc1ccc(C)cc1NC(=O)c1nnn(CC(=O)Nc2c(C)cccc2C)c1N	/	/	14.9%	10.7	/	8.1%	/
Cc1ccc(C2CC(=O)Nc3cc4c(cc32)OCCO4)cc1 (configuration not stated)	/	/	43.1%[activator]	-13.2	/	-0.7%	/
CCc1nc2c(c(-c3ccc(O)cc3)n1)CCN(C(=O)NC1CCCC1)CC2	-27.8%	/	-0.1%	7.5	?	-5.5%	i
Cc1ccc(Cl)cc1-n1ncc2c(NC3CCCCC3)ncnc21	/	/	?	8.4	/	-28.0%	/
COc1ccc(C)cc1C(C(=O)O)N1CCN(Cc2csc(C)n2)CC1 (configuration not stated)	3.8%	3.1%	?	19.6	-2.6%	2.0%	-3.2%[11.5 µM]
COC[C@@H]1CN(C(=O)CCc2ccccc2OC)C[C@H]1c1ccncc1	?	4.7%	-12.0%	-9.9	i	4.5%	i
CCOc1ccc(NC(=O)Cn2c(=O)n(CC(=O)NCCc3ccccc3)c(=O)c3sccc32)cc1	/	/	?	4.7	/	-2.7%	/
O=C(NC1CCCN(c2cc(-c3ccc(F)cc3)[nH]n2)C1)c1cccs1 (configuration not stated)	?	?	29.9%	0.0	?	-19.7%	-22.6%
COc1ccccc1-c1nc(C(=O)NCCc2ccc(Cl)cc2)n2ccccc12	-24.8%	/	3.5%	-13.1	-22.2%	2.3%	1.6%
O=C(C1CCCC1)N1CCC(N2C(=O)C(OCC3CC3)C23CCCCC3)CC1 (configuration not stated)	?	-9.1%	-14.7%	-1.2	?	1.0%	i
CCc1nc(-c2c3n(c(=O)n(CCc4ccc(OC)cc4)c2=O)CCCC3)no1	-19.5%	-18.0%	29.4%	3.3	-16.1%	-2.1%	2.8%
Cc1ccc(CN2C[C@@H](CO)[C@H](NC(=O)c3ccccc3)C2)nc1	?	1.4%	58.6%[activator]	-10.5	?	-12.8%	0.3%
CCOC(=O)N1CCc2c(sc3c2c(=O)n(CCc2ccccc2)c(=O)n3CC(=O)Nc2ccc(C)cc2)C1	/	/	-15.9%	48.0	/	6.3%	/
COc1ccc2nc(N(Cc3cccnc3)C(=O)COc3ccccc3)sc2c1	/	/	128.0%[activator]	-19.9	/	-12.3%	/
Cc1ccc(NC(=O)Nc2ccccc2OCc2cc(=O)n3ccccc3n2)c(Cl)c1	/	/	91.4%[activator]	5.2	/	4.9%	/
COc1ccc(-c2cc3nc4c(c(=O)n3[nH]2)CN(C(=O)c2n[nH]c3c2CCCCCC3)CC4)cc1	-3.0%	?	?	1.8	-23.8%	-3.7%	0.3%
O=C(COc1ccc(F)cc1)Nc1ccc2nc(SCC(=O)N3CCCC3)sc2c1	/	/	-14.8%	3.7	/	5.7%	/
CCOc1ccccc1NC(=O)C1CN(S(=O)(=O)C2CC2)CC12CCCCC2 (configuration not stated)	?	-11.2%	-16.1%	15.0	?	3.1%	3.5%
COc1ccc2ncc3c(-c4ccc(C)c(C)c4)nn(CC(=O)NC4CCCC4)c3c2c1	/	/	-3.2%	-25.8*	/	8.8%	/
Cn1ncc(N2CCC(CNC(=O)c3cn(CCN)nn3)C2)cc1=O (configuration not stated)	i	10.3%	-5.2%	-0.6	i	0.2%	4.5%[11.5 µM]
Cc1nn2c(c1-c1ccccc1-c1ccccc1)N(C(=O)C1CCOCC1)CCC2	?	-5.1%[172 µM]	1.3%[87.6 µM]	15.5	-10.3%[172 µM]	-4.2%[87.6 µM]	0.1%[88.5 µM]
Cc1nn(-c2ccc(C(C)C)cc2)c(C)c1[C@@H]1C=C[C@@H](NC(=O)Nc2ccc(Cl)cc2)C1	?	-29.8%	120.2%[activator]	14.0	?	-8.6%	2.2%
CC(=O)NCCC(=O)N1Cc2ccccc2CC2(CCCN(CC3CCNC3)C2)C1 (configuration not stated)	i	/	3.6%	4.5	i	-2.4%	i

Single records (already shown). Values in the order: NIH3T3 tox | FLuc inh | SNCA expr inhib | IP6K1 inh | HEK293 tox | SNCA viab count | GPT2 inhibitor
`Cn1ncc(N2CCC(CNC(=O)c3cn(CCN)nn3)C2)cc1=O` (configuration not stated) is entered as i | 10.3% | -5.2% | -0.6 | i | 0.2% | 4.5%[11.5 µM]
`CC(=O)NCCC(=O)N1Cc2ccccc2CC2(CCCN(CC3CCNC3)C2)C1` (configuration not stated) is entered as i | / | 3.6% | 4.5 | i | -2.4% | i

Of the compounds above, these have an NH in an aromatic ring:
SMILES	NIH3T3 tox	FLuc inh	SNCA expr inhib	IP6K1 inh	HEK293 tox	SNCA viab count	GPT2 inhibitor
COc1ccc(CN2Cc3[nH]nc(-c4cccc(OC)c4OC)c3CC2=O)cc1	?	-16.7%[172 µM]	39.3%[activator][87.6 µM]	16.9	?	-10.2%[87.6 µM]	-15.6%[88.5 µM]
O=C(NC1CCc2nn(CC3CC3)c(=O)n2CC1)c1ccc2nc[nH]c2c1 (configuration not stated)	-14.1%	-15.6%	?	-6.3	-5.7%	18.9%	-29.0%
O=C(NCc1ccnc2[nH]ccc12)c1cccnc1	i	4.9%[172 µM]	-3.7%[87.6 µM]	-1.5	4.8%[172 µM]	6.3%[87.6 µM]	i
O=C(NC1CCCN(c2cc(-c3ccc(F)cc3)[nH]n2)C1)c1cccs1 (configuration not stated)	?	?	29.9%	0.0	?	-19.7%	-22.6%
COc1ccc(-c2cc3nc4c(c(=O)n3[nH]2)CN(C(=O)c2n[nH]c3c2CCCCCC3)CC4)cc1	-3.0%	?	?	1.8	-23.8%	-3.7%	0.3%

Continued.
SMILES	NIH3T3 tox	FLuc inh	SNCA expr inhib	IP6K1 inh	HEK293 tox	SNCA viab count	GPT2 inhibitor
CNC(=O)[C@@H](c1ccc(OC)cc1)N1CCC[C@H]1C(=O)N1CCC(C)CC1	1.3%[138 µM]	1.9%[172 µM]	-5.8%[87.6 µM]	3.9	-10.0%[172 µM]	-7.6%[87.6 µM]	i
COc1ccc(CN(C)C(=O)C2(C)CCOCC2)cc1	3.5%[138 µM]	/	1.5%[87.6 µM]	-14.4	i	1.9%[87.6 µM]	i
CCCN[C@H]1C[C@@H](Cc2cc(COc3ccccc3)on2)C1(C)C	?	-16.3%[172 µM]	6.1%[87.6 µM]	-2.4	?	3.3%[87.6 µM]	-3.2%[88.5 µM]
O=C(NCC1(N2CCOCC2)CCCC1)c1coc(COc2cccc(F)c2)n1	-14.0%	5.9%	-24.8%	9.1	-3.2%	1.8%	-9.5%
O=C([C@@H]1C[C@H](Oc2ccccc2)CN1C(=O)CCCc1ccccc1)N1CCCC1	?	-1.9%	3.5%	-2.0	i	7.7%	?
CCOCC(=O)N1CCN(Cc2ccc(=O)n(CC3CC3)c2)CC1	-16.3%	-2.5%	-3.9%	-0.6	1.3%	3.1%	i
CCc1ccc2oc(-c3ccc(NC(=O)c4cccc(Cl)c4Cl)cc3)nc2c1	/	/	64.4%[activator]	15.3	/	-4.4%	/

Source: PubChem
